Source: PubChem (The Scripps Research Institute Molecular Screening Center)
OXTR potentiator = potentiators of human oxytocin receptor | P30559 | CHO-OTR cells, Fluo-8 calcium fluorescence, potentiator mode; 0% = oxytocin EC15, 100% = EC100 | activation, % at 3 µM | 320,000 compounds, 0.061% hits;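 active = activation above that plate's cutoff, the mean activation of tested compounds plus 3 SD, cut at about 6.6% in these data, passing the limit was not always enough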;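 also: 100% uses oxytocin at 75 nM as the full agonist control; some results filed as inactive read as strong as hits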
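System: human OTR in CHO cells / Also added: sub-maximal oxytocin, roughly EC15 / Control set: EC15 oxytocin low, 75 nM oxytocin high / Schedule: 6 min compound pre-incubation at room temperature, 100 s kinetic read / Compound: single-point 3.0 µM / Replication: singlicate / Technique: Fluo-8 calcium dye fluorescence / Read-out basis: % activation of max/min ratio relative to oxytocin controls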
TAAR1 antagonist = human TAAR1 antagonism; Q96RJ0; CHO RD-HGA16 TAAR1, Fluo-8 calcium fluorescence, antagonist; inhibition, % at 3 µM; 360,000 compounds, 1.5% hits; AID 624466;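 active = inhibition above a per-plate cutoff, the mean inhibition of test compounds on that plate plus 3 SD, cut at about 49% in these data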;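 also: 0% = DMSO plus EC80 beta-PEA response and 100% = DMSO alone without agonist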
Target sequence (Q96RJ0 whole entry, looked up): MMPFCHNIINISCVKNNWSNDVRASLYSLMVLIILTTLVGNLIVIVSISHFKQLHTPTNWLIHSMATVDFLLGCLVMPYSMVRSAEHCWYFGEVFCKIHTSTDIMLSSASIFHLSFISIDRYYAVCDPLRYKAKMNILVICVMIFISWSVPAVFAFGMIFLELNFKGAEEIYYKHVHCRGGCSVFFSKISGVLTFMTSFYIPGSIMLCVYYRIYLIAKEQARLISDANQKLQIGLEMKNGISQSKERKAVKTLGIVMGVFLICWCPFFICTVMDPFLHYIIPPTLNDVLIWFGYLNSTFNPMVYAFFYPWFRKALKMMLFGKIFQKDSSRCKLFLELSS
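System: CHO RD-HGA16 cells bearing hTAAR1. Reagent: EC80 β-phenethylamine stimulus. Schedule: seeding 17-24 h prior, 75-min 37 °C, 30-min RT dye loading. Signal: Fluo-8 intracellular calcium dye fluorescence, real-time kinetic reads. Read-out: % inhibition from peak post-agonist over basal fluorescence ratio. Benchmarks: vehicle wells and EC80 agonist wells. Replicates: n of 1.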
M1 antag = human CHRM1 antagonism. CHO-K1 hM1, Fluo-8 calcium fluorescence, ACh EC80 antagonist. inhibition, % at 3 µM. 360,000 compounds, 1.3% hits;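 active = percent inhibition above its own plate's cutoff, namely the mean of that plate's compound wells plus 3 SD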;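 also: peak over basal fluorescence ratio during 140 s after agonist addition; 0% = ACh EC80 plus DMSO and 100% = DMSO alone without agonist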
Target sequence (P11229 whole entry, looked up): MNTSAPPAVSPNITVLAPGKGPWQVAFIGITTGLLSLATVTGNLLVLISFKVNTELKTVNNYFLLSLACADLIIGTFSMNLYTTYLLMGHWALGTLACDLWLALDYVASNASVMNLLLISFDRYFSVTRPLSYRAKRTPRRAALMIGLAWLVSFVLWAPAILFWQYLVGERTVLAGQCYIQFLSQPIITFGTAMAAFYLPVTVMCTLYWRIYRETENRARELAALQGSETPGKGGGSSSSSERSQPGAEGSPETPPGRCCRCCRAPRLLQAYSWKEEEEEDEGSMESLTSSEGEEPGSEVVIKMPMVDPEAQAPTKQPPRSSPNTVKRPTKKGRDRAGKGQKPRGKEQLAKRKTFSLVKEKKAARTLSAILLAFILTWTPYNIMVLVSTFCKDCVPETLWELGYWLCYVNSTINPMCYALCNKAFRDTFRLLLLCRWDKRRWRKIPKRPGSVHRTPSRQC
CHRM1 PAM = human CHRM1 positive allosteric modulation; P11229; CHO-K1 hM1, Fluo-8 calcium fluorescence, ACh EC20; 0% = ACh EC20, 100% = maximal ACh; activation, % at 3 µM; 360,000 compounds, 0.088% hits; AID 588819; in the data active = activation above about 19%, passing the limit was not always enough
CHRM1 agonist = human M1 muscarinic receptor agonism; P11229; CHO-K1 hM1, Fluo-8 calcium fluorescence, agonist mode; 0% DMSO, 100% acetylcholine EC100; activation, % at 3 µM; 360,000 compounds, 0.33% hits; AID 588814;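 active = activation above the run's mean compound activation plus 3 SD, cut at about 16% in these data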;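 also: peak over basal fluorescence ratio within a 140 s kinetic read after compound addition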
CHO parental Ca = counter-screen: ATP calcium response change in parental CHO cells | AID 463079 | 330,000 compounds, 0.63% hits | parental CHO-K1, ATP-induced calcium, Fluo-8 fluorescence | inhibition, % at 5.6 µM;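 active = inhibition above that plate's mean sample inhibition plus 3 SD, cut at about 26% in these data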;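 also: 0% = ATP-challenged DMSO wells and 100% = DMSO wells without ATP; some compounds past the cut are filed as inactive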
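Material: parental CHO cells / Compound: single nominal dose of 5.6 µM per compound / Signal: Fluo-8 fluorescence / Replicates: singlicate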
OXTR ag = human OXTR agonism | P30559 | CHO-OTR cells, Fluo-8 calcium fluorescence; normalized: DMSO 0%, oxytocin 100% | activation, % at 3 µM | 320,000 compounds, 0.32% hits;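 active = activation above the mean of all tested compounds plus 3 SD, cutoff set per screening run, cut at about 20% in these data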;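 also: peak over basal fluorescence ratio from a 100 s FLIPR kinetic read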
TAAR1 ag = human TAAR1 agonism; Q96RJ0; CHO RD-HGA16 TAAR1, Fluo-8 calcium fluorescence; vehicle wells 0%, saturating PEA agonist 100%; activation, % at 3 µM; 360,000 compounds, 0.99% hits; AID 624467;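 active = activation above the mean activation of all test compounds in the run plus 3 SD, cut at about 38% in these data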
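Signal – calcium-sensitive Fluo-8 signal, excitation 470-495, emission 515-575 nm · System – RD-HGA16 (CHO) cells co-expressing Gα16 and hTAAR1 · Incubation – 17-24 h seeding, 75 min 37 °C dye, 30 min RT · Compound dosing – 3 µM single concentration · Repeats – no replicates (n 1)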
V1aR counter = activates human V1a receptor in oxytocin agonist counter-screen | 320,000 compounds, 0.25% hits | P37288 | CHO-V1R cells, Fluo-8 calcium fluorescence, agonist mode; 0% DMSO, 100% 3 nM vasopressin | activation, % at 3 µM;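 active = activation above the mean activation of all tested compounds plus 3 SD, per screening run, cut at about 20% in these data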;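 also: signal is peak over basal fluorescence ratio across a 100 second FLIPR read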
* marks the source's active call; other numbers are inactive results; · = no result given.

Results follow in this order: OXTR ag	M1 antag	TAAR1 antagonist	CHO parental Ca	TAAR1 ag	CHRM1 agonist	OXTR potentiator	V1aR counter	CHRM1 PAM
> O=C(Nc1cc(Cl)cc(Cl)c1)C(NCCCO)c1ccccc1 (configuration not stated)
    -0.2	·	·	-16	·	·	-16	0.4	·
> COc1cc(C(=O)N2CCN(S(=O)(=O)c3ccc(C(C)C)cc3)CC2)ccc1OCC(=O)N1CCOCC1
    ·	-1	-22	·	8	-4	·	·	5
> Nc1nn(-c2cccc(F)n2)cc1-c1ccc(Cl)cc1
    ·	2	0	·	6	-7	·	·	3
> CC(C)C1Cc2ccccc2-c2[nH]c(=S)[nH]c(=O)c21 (configuration not stated)
    2.7	-2	-54	-9	3	-2	6	2.1	3
> COc1ccc(NC(=O)Nc2ccccc2C)c(OC)c1
    -2.2	3	6	-6	-2	-5	-19	0.0	-2
> COc1ccccc1N1CCN(CCC(=O)Nc2ccc3c(c2)OCO3)CC1
    -0.2	-8	15	-25	3	-3	-19	0.0	3
> CC1(C)Cc2ccccc2C(=NCC(=O)O)N1
    -0.6	-1	-1	0	0	-5	-7	1.6	5
> CC(C)c1ccccc1NC(=O)CNCCc1ccc(C(F)(F)F)cc1
    2.9	-13	-19	-9	0	1	-1	-0.3	9
> COc1ccc(CNC(=O)c2c(O)c3cccc4c3n(c2=O)CCC4)cc1OC
    -0.3	-5	-10	0	1	-2	-8	-1.0	6
> Cc1ccc(NC(=O)CCn2c(=O)oc3ccccc32)c(C)c1
    0.1	-11	6	-10	4	-4	-5	0.9	9
> CCNC(=O)CC1C(=O)N(c2ccc(C)cc2)C(=O)N1Cc1ccccn1 (configuration not stated)
    -1.7	-8	10	-2	-3	-1	-4	0.8	10
> O=C(O)Cn1c(SCc2ccccc2)nc2ccccc21
    -1.5	-4	11	-15	7	-1	-1	-0.8	4
> CCN(C[C@H]1N[C@@](CC)(C(=O)OC)[C@H]2C(=O)N(Cc3ccccc3)C(=O)[C@@H]12)C(=O)Nc1ccc(C)cc1
    -0.5	-20	-19	-34	0	-3	8	0.1	9
> Cc1ccccc1NS(=O)(=O)c1nnc(NC(=O)c2ccc(Cl)cc2)s1
    3.3	-3	14	3	6	0	-9	4.2	5
> O=C(CCCCn1c(=S)[nH]c2ccsc2c1=O)NCc1ccco1
    -0.9	-6	21	-4	1	-1	-3	-0.2	8
> Cc1cccc(C2N(c3nccs3)C(=O)C3CCCN32)c1 (configuration not stated)
    1.3	-16	-13	-11	4	-3	1	0.3	8
> CCCCCC1(C)NC(=S)N(c2ccccc2)N1 (configuration not stated)
    -0.1	2	-20	-3	3	-7	-4	0.9	3
> CNC(=O)CN1C(=O)NC(Cc2c[nH]c3ccccc23)C1=O (configuration not stated)
    0.7	-13	-17	-9	24	-1	-1	-0.2	9
> CCOc1c(CNCCNC(=O)c2nonc2N)cccc1OC
    0.1	-37	-29	3	13	-4	-14	0.1	7
> Nc1c(Br)cc(Br)c2c1C(=O)c1c(cccc1S(=O)(=O)O)C2=O
    ·	9	0	·	0	2	·	·	1
> CCSc1nc2c(c(=O)[nH]c(=O)n2C)n1C/C=C(/C)Cl
    -0.5	-30	-19	1	2	3	-5	-0.5	18
> O=C(O)CSc1nnnn1-c1ccc2c(c1)OCCO2
    0.9	5	19	-4	3	-4	2	0.8	2
> Cc1cccc(Cc2ccc(Cl)nn2)c1
    0.0	-4	6	-15	7	-13	-10	-0.2	9
> Cc1ccc(OCc2cc(C(=O)N(C)Cc3nccn3C)no2)cc1C
    6.8	-6	2	-9	1	0	-8	12	2
> COCCn1c(SCC(=O)Nc2ccc(F)cc2)nc2c(oc3ccccc32)c1=O
    0.0	-3	-7	-12	9	-7	-9	-0.5	7
> Cc1ccccc1-n1c(=O)cc(N2CCN(C(=O)c3ccco3)CC2)[nH]c1=O
    3.9	4	-12	-8	0	-4	-2	1.4	-7
> Cc1cccc(OCCn2c(S(=O)(=O)O)nc3ccccc32)c1
    0.4	-28	10	5	9	-3	-4	0.1	6
> COc1ccc(C(=O)Nc2ncc(C)s2)cc1S(=O)(=O)N1CCOCC1
    1.4	10	11	-5	6	-3	-4	1.1	-4
> CC(C)c1ccc(COc2ccc(C(=O)N3CCOCC3)cc2)cc1
    5.3	-1	-5	12	2	-5	-16	6.8	-1
> Cc1cccc(C2=NN(c3ccc(Br)cc3)[C@@H](C(=O)N3CCOC3=O)[C@@H]2c2ccc([N+](=O)[O-])cc2)c1
    ·	-10	-26	-10	9	-3	·	·	3
> Cn1cccc1/C=N/N1CCN(Cc2ccccc2)CC1
    -0.6	3	-13	-21	1	-3	2	-0.2	-4
> COc1ccc(-c2ccc3oc(-c4ccsc4)c(-c4ccc(OC)cc4)c3c2)cc1
    -0.6	1	9	-14	0	-1	-17	2.7	2
> COc1ccccc1CC(=O)NCCc1c[nH]c2ccccc12
    1.0	1	9	-16	4	-7	-7	0.9	2
> CC(C)(C)c1ccc(NC(=O)CSc2n[nH]c(=O)n2-c2cccnc2)cc1
    -0.2	1	-12	-13	0	-4	-10	0.1	1
> COc1ccc(/C(O)=C2/C(=O)C(=O)N(CC3CCCO3)C2c2ccc(OC)c(OC)c2)cc1 (configuration not stated)
    0.2	-3	5	-3	9	-2	-1	1.3	3
> CCCN(CCC)C(=O)C1c2ccccc2Oc2ccccc21
    -2.2	16	-8	-27	14	1	-17	-1.4	-6
> CC(=O)Nc1cccc(C(=O)NNC(=O)c2ccc(-n3cnnn3)cc2)c1
    1.8	-17	-1	-6	0	-1	5	1.0	12
> CCc1ccc(NC(=O)C2CCCN2S(=O)(=O)c2ccc3c(c2)n(C)c(=O)c(=O)n3C)cc1 (configuration not stated)
    -0.6	-18	-27	-21	-3	-6	-2	-1.3	11
> Cc1cc(C)c(C(O)c2ncc(-c3ccccc3Cl)[nH]2)c(C)c1 (configuration not stated)
    ·	-11	-22	·	5	-5	·	·	5
> O=C(Cc1c(Cl)cccc1Cl)Nc1ccc(S(=O)(=O)Nc2ncccn2)cc1
    0.5	-1	-4	-12	3	-4	-8	-0.1	4
> COc1ccc(N(CC(=O)NCCSc2ccccn2)S(=O)(=O)c2ccccc2)cc1Cl
    1.8	-1	18	-21	9	-2	-10	1.2	-1
> Cc1cccc(Nc2nc(N)c([N+](=O)[O-])c(NCCO)n2)c1
    -2.9	-20	-30	-19	2	-2	5	-1.8	14
> CC1(C)CNC(=O)CC(C)(C)N1
    0.5	-4	-15	-14	5	-8	-12	0.5	9
> CCCCOc1ccc(C(=O)N/N=C/c2ccc(OCCN3CCCCC3)c(OC)c2)cc1
    -1.3	0	-6	-13	-1	-9	1	0.1	-3
> CCCCN1C(=O)C(=O)N(CC(=O)Nc2ccc(C(N)=O)cc2)C1=O
    1.1	-14	17	-12	1	2	7	0.7	13
> O=C1CC(C(F)(F)F)=NN1
    0.7	-12	-15	-4	1	1	-4	0.3	5
> O=C(CSc1nnc(-c2cccnc2)o1)Nc1ccc(Cl)cc1
    1.1	-4	-7	-11	7	-4	5	1.5	9
> COc1ccc(NC(=O)c2cccc(NC(=O)C(C)C)c2)c([N+](=O)[O-])c1
    4.7	1	21	-12	9	0	-9	5.9	-11
> Cc1ccc(Nc2nc(Cl)nc3ncn(C)c23)c(C)c1
    ·	-20	9	·	-1	0	·	·	14
> O=C(Nc1sc2c(c1C(=O)O)CCCC2)C(=O)N1CCOCC1
    -0.2	-13	-10	-7	0	-11	1	0.2	5
> COc1cc(O)oc1C=Nc1ccc(Oc2ccccc2)cc1
    0.3	-10	4	1	-1	-1	-9	0.7	10
> CCC(C)NC(=O)COC(=O)c1cccnc1Nc1ccccc1F (configuration not stated)
    -2.1	3	9	-16	0	-6	-4	-0.6	2
> Cc1cccc(C)c1NC(=O)CN(C)C(=O)CC1Sc2ccccc2NC1=O (configuration not stated)
    -0.1	-5	-23	-23	14	0	1	1.8	-2
> COCCNC(=O)C(=O)Nc1cc2c3c(c1)C(C)C(=O)N3CCC2 (configuration not stated)
    -0.2	17	-20	-16	0	-2	-6	-0.1	-7
> COc1ccc(/C=N/n2c(C)nc3ccccc3c2=O)cc1OC
    0.3	3	8	-10	5	-5	5	-0.4	-4
> O=c1ccnc(Nc2ccc(Cl)cc2)[nH]1
    2.0	0	8	-13	24	0	-2	2.9	2
> COc1cc(/C=C/c2ccc3cccc(OC)c3n2)c(O)c([N+](=O)[O-])c1
    -2.3	7	-6	-5	7	-4	-5	-1.1	1
> OC1(Cc2cc(-c3ccccc3)no2)CCN(CCCc2ccccc2)CC1
    6.9	-5	-4	-20	5	-10	-3	1.1	-8
> CC1CCN(S(=O)(=O)c2ccc(C(=O)OC(C)C(=O)NC3CCCCC3C)cc2)CC1 (configuration not stated)
    -1.8	-8	-17	-17	-1	-3	-5	-1.0	6
